# V-ATPase pHluor: yeast V-ATPase proton transport regulation by pHLuorin; S. cerevisiae, pHLuorin cytosolic pH fluorescence; response, % at 10 µM; actives 0.37% (n = 350,000); AID 504577; in the data active = response mostly above about 7.3%, no sharp cut-off; inactive = mostly below about 5.4%; also: actives read high; inactives centre near 0; some compounds called inactive have numbers as strong as hits; reference of the scale not given here
# dFosB activator: enhances mouse delta FosB homodimer DNA binding. P13346. purified delta FosB, TAMRA-CDK5 oligo fluorescence polarization; percent of positive-control signal above neutral wells. activation, % at 25 µM. actives 0.99% (n = 340,000). AID 493131;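 active = mean activation above about 17%, with every replicate also reaching it, limit read from the data, passing the limit was not always enough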;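 also: fluorescence polarization rise as delta FosB binds a TAMRA Cdk5 AP-1 oligo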
# Target sequence (P13346 whole entry, looked up): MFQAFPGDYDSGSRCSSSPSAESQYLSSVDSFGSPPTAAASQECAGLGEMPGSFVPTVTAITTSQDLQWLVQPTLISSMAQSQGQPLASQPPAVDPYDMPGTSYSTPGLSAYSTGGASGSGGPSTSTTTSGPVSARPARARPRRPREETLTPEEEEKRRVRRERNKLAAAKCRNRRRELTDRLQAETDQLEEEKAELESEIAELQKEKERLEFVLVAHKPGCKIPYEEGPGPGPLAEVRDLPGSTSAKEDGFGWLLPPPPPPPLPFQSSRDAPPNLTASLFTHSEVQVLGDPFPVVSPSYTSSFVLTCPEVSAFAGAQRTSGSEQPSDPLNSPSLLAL
# PvdQ inh: blocks Pseudomonas aeruginosa PvdQ acylase activity. purified PvdQ acylase, fluorescence plate reader. inhibition, % at 10 µM. actives 0.063% (n = 340,000); in the data active = inhibition above about 30%, passing the limit was not always enough;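 also: 0% = vehicle neutral wells and 100% = reference inhibitor wells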
# Wnt bcat act: activates Wnt/beta-catenin signaling in a reporter cell assay. AID 743398. activator, plate reader. activation, % at 9.35 µM. actives 1.2% (n = 300,000); in the data active = activation above about 30%, passing the limit was not always enough;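 also: 0% = neutral control wells and 100% = positive control wells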
# HTR5A inv ag: inverse agonist of human HTR5A in OPRM1-OPRD1 counter-screen; P47898; HTR5A cell line, luminescence, inverse agonism; inhibition, % at 9.3 µM; actives 0.083% (n = 340,000); in the data active = inhibition mostly above about 23%, no sharp cut-off; inactive = mostly below about 18%;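 also: 0% = cells with DMSO and 100% = no-cell wells with DMSO; some compounds called inactive have numbers as strong as hits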
# NSD2 inh: inhibitors of human histone methyltransferase NSD2. O96028. NSD2 peptide methylation, AlphaScreen, 120 min. inhibition, % at 12.5 µM. actives 0.54% (n = 310,000); in the data active = inhibition above about 50%
# MITF TRPM1 HTS: MITF TRPM1 promoter activation in melanoma cells; AID 588334; SK-MEL-5 TRPM1-promoter luciferase, 24 h; % of positive control, neutral wells = 0; actives 0.75% (n = 300,000); activation, % at 12.5 µM;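 active = mean activation of at least 80% with every replicate also reaching 80%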;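 also: 0% = neutral control wells and 100% = parthenolide positive control wells; values of inactives mirror those of a sister screen read the other way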
# HTR5A ag: HTR5A agonism, opioid heterodimer counter-screen | P47898 | HTR5A agonist assay, luminescence, cell-based | activation, % at 9.3 µM | actives 0.61% (n = 340,000); in the data active = activation mostly above about 9.5%, no sharp cut-off; inactive = mostly below about 7.6%;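 also: 0% = cells with vehicle only and 100% = reference agonist; strong numbers were not always called active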
# CDK5 inh: blocks human CDK5/p35 kinase activity | Q00535+Q15078 | Recombinant CDK5/p35, ADP-Glo luminescence, 60 min | inhibition, % at 10 µM | actives 0.01% (n = 330,000) | AID 488839;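 active = highest replicate inhibition of at least 50% and at least 75% of replicates reaching 50%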;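 also: plate controls were DMSO neutral control for no effect and GW8510 at 10 µM for full effect; many of its hits are not listed in these tables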
# SR-BI DiI inh: blocks mouse SR-BI lipid uptake from DiI-HDL; Q61009; ldlA[mSR-BI] CHO cells, DiI-HDL uptake fluorescence, 3 h; inhibition, % at 12.5 µM; actives 0.96% (n = 320,000); AID 488896;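 active = mean replicate inhibition of at least 70% and a set share of replicates each scoring 70 or more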;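 also: 0% = median of neutral control wells and 100% = median of positive control wells; values of inactives mirror those of a sister screen read the other way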
# Target sequence (Q61009 whole entry, looked up): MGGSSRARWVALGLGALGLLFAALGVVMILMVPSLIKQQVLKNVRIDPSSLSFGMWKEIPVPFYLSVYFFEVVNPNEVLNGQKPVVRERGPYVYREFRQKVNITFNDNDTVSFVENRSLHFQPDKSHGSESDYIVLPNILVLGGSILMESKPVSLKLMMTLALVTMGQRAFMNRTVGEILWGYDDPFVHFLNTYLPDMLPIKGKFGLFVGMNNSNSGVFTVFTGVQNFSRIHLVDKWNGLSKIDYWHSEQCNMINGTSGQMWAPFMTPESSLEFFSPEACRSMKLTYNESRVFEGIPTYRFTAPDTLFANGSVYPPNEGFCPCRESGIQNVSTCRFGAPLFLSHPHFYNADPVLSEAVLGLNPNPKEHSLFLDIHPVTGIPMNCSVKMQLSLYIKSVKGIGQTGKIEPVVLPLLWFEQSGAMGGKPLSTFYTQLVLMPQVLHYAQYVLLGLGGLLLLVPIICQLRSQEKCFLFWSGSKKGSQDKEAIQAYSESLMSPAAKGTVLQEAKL
# * = called active by the depositor; nt = no result given. Hits appear at their usual frequency; any-hit rate near 5%.
SMILES,V-ATPase pHluor,dFosB activator,PvdQ inh,Wnt bcat act,HTR5A inv ag,NSD2 inh,MITF TRPM1 HTS,HTR5A ag,CDK5 inh,SR-BI DiI inh
Cc1ccccc1NC(=O)NCCCN1CCN(c2ccccc2)CC1,-2,1,0,-3,-17,3,-3,6,1.8,-23
COc1ccc(OCC(=O)Nc2nonc2NC(=O)COc2ccc(OC)cc2)cc1,0,5,10,1,-11,-1,5,-2,-1.2,-20
COc1ccc(NC(=O)Cn2c(=O)n(CC(=O)NCc3ccco3)c(=O)c3ccccc32)cc1OC,-1,11,-17,-8,-1,0,nt,-1,-1.2,-47
COC(=O)c1ccc(N2C(=O)CC(N3CCN(C(=O)c4ccco4)CC3)C2=O)cc1 (centres undefined),2,-1,0,-1,-15,nt,1,-2,2.5,-11
O=C(Nc1ccc2nc(-c3cccs3)[nH]c2c1)c1cccs1,0,0,-8,30,15,2,70,5,-0.2,16
O=C(CCCn1c(=O)c2ccccc2n(CC(=O)N2CCN(c3ccccc3)CC2)c1=O)NCc1ccco1,-1,-3,13,6,-2,19,0,1,2.8,2
COC(=O)c1ccc(NC(=O)CN2CCN(CC#N)CC2)cc1,7,-9,-11,2,10,31,8,-3,1.3,28
CC(C)c1cc(C(=O)O)c2ccccc2n1,2,-1,-4,-2,-2,-2,3,2,0.3,-19
Brc1ccccc1OCCN1CCCC1,3,-7,-8,0,-12,1,2,4,0.0,-23
COc1cc(OC)c(OC)cc1CN1CCN(c2ccccc2OC)CC1,-1,-6,-14,nt,-14,8,-7,4,-0.9,-6
Cc1ccc(S(=O)(=O)NNC(=O)C2CC=CCC2C(=O)O)cc1 (centres undefined),0,1,-7,-1,-2,-4,1,1,-0.5,-3
COc1ccccc1N1CCN(C(=O)CCCC2=NS(=O)(=O)c3ccccc3N2)CC1,-1,-7,15,-1,7,nt,-1,-3,0.1,-8
O=C(NC1CCSC1)c1cccc(Cl)c1 (centres undefined),-4,1,81*,7,-4,-7,nt,-3,-0.8,-14
O=[N+]([O-])c1ccc(/C=C2\CCC(C3=CCCC3)=C2N2CCOCC2)cc1,1,2,19,2,15,2,33,-1,nt,49
CS(=O)(=O)N(CC(=O)Nc1ccccc1F)C1CCCCC1,0,-3,-16,-1,1,-3,7,0,0.0,-24
CCOC(=O)c1ccc(NC(=S)N(CCN(C)C)C(C)c2ccncc2)cc1 (centres undefined),3,-9,-17,-1,-22,-3,-2,6,0.4,11
O=C(CN1C(=O)NC2(CCOc3ccccc32)C1=O)Nc1ccc(Br)cc1F (centres undefined),-3,-14,-13,1,7,1,-1,-1,-1.4,-3
CCN(CC)CCN(C(=O)c1ccc2ccccc2c1)c1nc2ccc(OC)cc2s1,-1,26*,-11,-1,4,-10,-1,-1,-0.1,12
Cc1cn(C2OC[C@@H](O)[C@@H]2CO)c(=O)[nH]c1=O (some centres undefined),-2,-6,-10,1,-7,-3,-5,2,-1.7,nt
CCOCCCNS(=O)(=O)c1ccc2c(c1)CCN2C(C)=O,-1,0,-9,5,5,-3,5,1,-0.8,3
O=C(COc1ccccc1[N+](=O)[O-])N(Cc1ccco1)C1CCS(=O)(=O)C1 (centres undefined),-2,1,6,-1,14,0,-2,2,0.2,-10
Cc1ccc(NC(=O)CCS(=O)(=O)c2ccccc2)cc1S(=O)(=O)N1CCOCC1,-4,-6,6,0,-4,-1,4,2,1.6,0
COc1ccc(C)cc1S(=O)(=O)N1CCN(C(=O)c2ncoc2-c2ccc(C)cc2)CC1,-1,-9,-4,-5,-26,1,-1,9,-1.0,nt
Cc1ccc2oc(-c3ccco3)nc2c1,0,-2,11,15,4,-1,53,-2,0.5,-13
CCOCCCNC(=O)CN1C(=O)COc2ccc(S(=O)(=O)N3CCC(C)CC3)cc21,-5,-5,-19,nt,6,0,-3,-1,-4.2,-23
Cc1ccnc2nc(C(=O)NCCc3ccc(F)cc3)nn12,2,-4,19,nt,3,-2,7,2,0.5,-19
O=C(Nc1ccc(N2CCOCC2)cc1)c1ccc([N+](=O)[O-])cc1,2,7,-10,1,0,1,9,0,0.0,4
CCOC(=O)C1(CC2CCCCO2)CCN(C(=O)Nc2ccccc2)CC1 (centres undefined),-1,-4,-8,-1,-3,-1,17,0,-7.4,7
C=CCNC(=O)C(=O)NN=C1CCN(C)CC1,-2,-1,-1,1,-15,-3,3,2,2.0,-17
CCCCCCCCC(=O)Nc1cc(C)ccc1OC,-1,-5,0,nt,1,nt,nt,4,0.7,-5
COC(=O)c1ccc(Nc2nnc(-c3ccc(C)c(S(=O)(=O)NCC4CCCO4)c3)c3ccccc23)cc1 (centres undefined),-1,2,19,-7,12,-5,13,-5,-0.2,40
c1ccc(CSc2ccc3nnc(-c4ccccn4)n3n2)cc1,-1,-16,-5,1,12,0,4,-5,-0.3,12
CCN(CC)c1nc(C#N)cc(-c2ccc(OC)cc2)n1,1,-5,-7,nt,-7,-18,-27,3,-0.4,51
C/C(CCc1ccccc1)=N/NC(=O)C(=O)NC(C)c1ccccc1 (centres undefined),-2,2,-11,0,-1,35,1,0,-0.3,-1
Cc1cc(NC(=O)CSc2nnc(-c3ccc([N+](=O)[O-])cc3)o2)no1,3,-3,-17,0,-15,-3,-9,4,-1.2,-3
COC(=O)c1cc(C#N)c(Oc2ccccc2)nc1C,5,0,-6,nt,-12,nt,-4,6,2.3,9
Nc1nc2ccccc2n1C(=O)c1ccc(F)cc1,-2,-4,-4,20,-14,nt,1,5,-0.8,-16
Nc1o[nH]c(=O)c1C1CCCCC1,-1,1,2,0,13,-2,15,-3,0.6,-2
Cc1ccc(NCc2nnc(SCC(=O)Nc3ccccc3)n2CC2CCCO2)c(C)c1 (centres undefined),1,-4,0,-5,10,nt,nt,4,-2.5,16
CC(=O)c1ccc(NC(=O)C(C)OC(=O)c2ccc(NS(=O)(=O)c3ccc(F)c(F)c3)cc2)cc1 (centres undefined),2,-13,-12,nt,-14,-3,-3,2,-0.2,-1
O=C(Nn1c(-c2ccncc2)nc2ccccc2c1=O)c1ccccc1Br,0,-4,-9,-4,-6,2,-9,2,0.1,-24
COc1ccc(C(=O)NCCc2nnc(SCC(=O)Nc3ccccc3C(C)C)n2C)cc1,-5,-4,-19,nt,-5,30,-7,0,0.4,2
COC(=O)CCc1sc(Nc2ccc(Br)cc2)nc1-c1ccc(OC)cc1,1,-10,7,12,0,0,-6,6,1.1,87*
COc1ccc(CNC(=O)OCCN2CCN(Cc3ccccc3)CCC2=O)cc1,-4,-4,-4,0,-20,nt,nt,7,0.3,-24
Nn1cnc2scc(-c3cccs3)c2c1=O,0,1,-3,-7,-13,1,-1,-2,2.1,-10
COC(=O)c1ccccc1C(=O)N1CCC(CCC(=O)NC2CC2)CC1,-2,2,-5,-1,4,-5,-3,3,-0.1,-5
CC1CCCCC12NC(=O)N(CC(=O)c1ccc3c(c1)OCO3)C2=O (centres undefined),-4,-6,12,13,4,1,8,1,0.8,-4
O=C(Cn1c(NCCO)nc2ccccc21)c1ccc([N+](=O)[O-])cc1,4,6,-27,-1,10,-3,-17,-3,-1.1,-9
CC(NC(=O)c1ccccc1Br)c1ccc2c(c1)CCCC2 (centres undefined),1,-4,-23,nt,-40,2,-1,4,-5.6,-9
COC(CNC(=O)C(=O)NCC1CCCN1S(=O)(=O)c1cccs1)OC (centres undefined),-1,-7,7,2,-53,-1,8,2,-1.1,-11
CCOc1cc(S(=O)(=O)N(CC)CC)ccc1Cl,3,1,-29,-1,-2,0,10,-1,-6.7,0
Cc1cc(C)nc(N2CCCC(C(=O)NCCc3cccc(F)c3)C2)n1 (centres undefined),-2,-2,-14,-2,24,-1,5,1,-2.4,4
O=C1NC(=O)N(c2ccccc2)C1=O,-5,9,-4,-2,-8,-3,-6,3,0.0,nt
c1cncc(-c2noc(-c3cccc4ccccc34)n2)c1,-1,-30,-14,16,2,0,54,5,0.6,2
CC1(C)Cc2c(cnn2-c2ccc(F)cc2)C(NC(=O)Cn2cncn2)C1 (centres undefined),1,-4,-11,1,10,-2,-5,-4,-0.7,-12
COc1ccc(C2OC(=O)C(C)(C)C(=O)C2(C)C)cc1OC (centres undefined),1,-3,-13,0,-10,-1,6,2,-0.6,-1
Cc1ccc(-c2c(NC(=O)C(C)C)n(C)c3ccccc3c2=O)cc1,-3,1,1,0,-11,-2,2,3,-0.6,8
Cc1cc(CNC(=O)c2cccnc2Cl)c2ccccc2n1,5,-2,2,2,-21,0,5,7,-0.1,-6
COc1ccc(C(O)(CC(C)C)C(CN2CCOCC2)c2ccccc2)cc1 (centres undefined),-4,-11,-3,-1,-7,7,-3,2,-0.6,-25
CC(C)c1nc(-c2ccccn2)no1,2,0,-10,nt,-12,1,15,5,-0.4,-24

# Structural class: the entries above with an aryl thioether with sulfur outside any ring.
SMILES,V-ATPase pHluor,dFosB activator,PvdQ inh,Wnt bcat act,HTR5A inv ag,NSD2 inh,MITF TRPM1 HTS,HTR5A ag,CDK5 inh,SR-BI DiI inh
c1ccc(CSc2ccc3nnc(-c4ccccn4)n3n2)cc1,-1,-16,-5,1,12,0,4,-5,-0.3,12
Cc1cc(NC(=O)CSc2nnc(-c3ccc([N+](=O)[O-])cc3)o2)no1,3,-3,-17,0,-15,-3,-9,4,-1.2,-3
Cc1ccc(NCc2nnc(SCC(=O)Nc3ccccc3)n2CC2CCCO2)c(C)c1 (centres undefined),1,-4,0,-5,10,nt,nt,4,-2.5,16
COc1ccc(C(=O)NCCc2nnc(SCC(=O)Nc3ccccc3C(C)C)n2C)cc1,-5,-4,-19,nt,-5,30,-7,0,0.4,2

# (list continues)
SMILES,V-ATPase pHluor,dFosB activator,PvdQ inh,Wnt bcat act,HTR5A inv ag,NSD2 inh,MITF TRPM1 HTS,HTR5A ag,CDK5 inh,SR-BI DiI inh
CS(=O)(=O)N(CC(=O)N1CCCCC1)c1ccc(Cl)c(C(F)(F)F)c1,3,-8,0,nt,6,1,5,-2,1.4,-9
O=C1CCCC(O)=C1C=NCCc1ccccc1,-4,6,1,nt,-7,-2,-3,3,-1.8,-7
CCN(CC)S(=O)(=O)c1cccc(-c2nnc(SCC(=O)N3CCC(C(=O)O)CC3)n2N)c1,-1,-5,8,0,3,0,1,-1,1.6,-11
Cc1cccc(-c2cc3nc4c(c(N5CCCC(O)C5)n3n2)CCC4)c1 (centres undefined),3,-16,6,3,15,nt,8,-6,2.8,63
O=C1c2ccccc2C(=O)N1c1cccc2ccccc12,1,-4,-3,0,-5,-1,-6,1,-0.2,11
CCOC(=O)[C@H]1[C@H]2COc3ccc(Cl)cc3[C@@H]2N2C(=O)[C@H](C)NC(=O)[C@@]12C,2,-7,8,nt,-15,nt,6,4,0.7,-11
O=C1/C(=C/c2c[nH]c3ccccc23)CCC/C1=C\c1c[nH]c2ccccc12,2,-4,-12,nt,-2,-2,6,4,0.6,89*
O=C(Nc1ccccc1C(=O)NCCCN1CCOCC1)c1ccc(Cl)cc1,-6,-5,8,1,-12,1,5,5,0.6,-4
COc1cccc(CN(C)C(=O)c2ccc(C)c(S(=O)(=O)N3CCCCC3)c2)c1,-7,-8,-4,-3,0,-2,5,0,-2.3,-26
CCOC(=O)N1CCC(NC(=O)CCC(=O)N2CC(C)Oc3ccc(Cl)cc32)CC1 (centres undefined),3,-1,-4,nt,1,-2,4,5,-1.4,61
CCCN(CC(=O)Nc1ccccc1C)C(=O)C1CC(=O)N(Cc2ccccc2)C1 (centres undefined),2,4,-15,0,-2,-5,1,0,1.8,-10
